# EWS-Fli inh: blocks EWS/Fli oncoprotein-driven transcription | A673 NR0B1-luciferase reporter, viability-normalised | inhibition, % at 12.6 µM | 350,000 compounds, 0.67% hits | AID 651661;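 active means mean inhibition of at least 50% after viability correction, with every replicate also passing that limit; inconclusive means mean reaches 50% but only one of two replicates passes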;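 further: firefly luciferase signal divided by Alamar Blue viability fluorescence both relative to DMSO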
# FN deposit inh: fibronectin deposition inhibition; AH1F fibroblasts, Alexa488-fibronectin deposition fluorescence, overnight; inhibition, % at 12.6 µM; 350,000 compounds, 0.086% hits;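 active means mean inhibition across replicates of 30% or more, regardless of how many single replicates reach that level; inconclusive means mean under 30% yet at least half of replicates reach 30%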;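 further: positive control wells lacked labelled fibronectin entirely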
#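 test system = AH1F fibroblasts assembling fluorescent fibronectin matrix | quantity = 10000 AH1F cells per well | buffer or medium = DMEM plus 2% serum, read in PBS | doses = single dose, pinned | incubation = 1 h cell attachment, overnight exposure to compound and label | detection = fluorescence at 485 nm excitation, 525 nm emission | read-out basis = inhibition from reduced deposited-fibronectin fluorescence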
# miR-122 sensor: miR-122 inhibition in Huh7 cells. Huh7 miR-122 Renilla luciferase sensor, 48 h; neutral wells = 0, positive control = 100. activation (reporter increase), % at 12.5 µM. 340,000 compounds, 0.3% hits. AID 602342;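 active means mean replicate activation score at least 90 and every replicate individually at or above 90; inconclusive means only one of the two criteria met; inactive means neither criterion met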;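 further: higher luciferase means less miR-122 activity so hits act as miR-122 inhibitors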
# F508del corr: CFTR F508del correction in bronchial cells; CFBE cells, YFP halide quenching; stimulated with forskolin plus potentiator P3; % fluorescence drop versus neutral controls; activity (quench increase), % at 7.58 µM; 350,000 compounds, 0.36% hits; AID 720511;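 active means mean added fluorescence quench of at least 8% versus neutral control, with both replicates also reaching 8%; inconclusive means only one of the mean or replicate conditions met; inactive means mean below 8% and not both replicates reaching 8%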;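 further: cells transiently co-express mutant CFTR-F508del with the halide-sensitive YFP; corrector assay measuring rescue of mutant channel to the surface after 24 h compound exposure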
# PAX8 reporter: lowers PAX8-driven luciferase in RMG-I cells; inhibition, % at 12.6 µM; 360,000 compounds, 1.2% hits; RMG-I TPO-luciferase reporter, SteadyGlo, 24 h;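 active means mean replicate inhibition at least 60% with every replicate also reaching 60%; inconclusive means only one of the two criteria is met; inactive means mean below 60% and not all replicates reaching 60%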;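 further: luciferase light reporting Pax8 driven TPO promoter activity; plate controls were median of neutral control wells for no effect and mitoxantrone controls for full effect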
# INS-1E GSIS act: GLuc luminescence reporter in INS-1E cells, primary screen for activators of glucose-dependent secretion of insulin; AID 743287; INS-1E GLuc reporter insulin secretion, 2-3 h; activation, % at 16.6 µM; 370,000 compounds, 0.61% hits;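 active means lowest replicate activation of at least 40%, so every replicate reaches that level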;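 further: 0% = median of neutral control wells and 100% = median of IBMX positive control wells; some compounds called inactive have numbers as strong as hits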
# DENV2 CPE rescue: protects cells from dengue virus 2 cytopathic effect; DENV2-infected cells, cytopathic effect rescue, plate reader; CPE inhibition, % at 9.99 µM; 350,000 compounds, 1.7% hits; AID 651640; in the data active means CPE inhibition above about 20%, passing the limit was not always enough; inconclusive means no clear call, values can overlap the other calls; tested in BHK-21 cells;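 further: 0% = median of neutral control wells and 100% = median of positive control wells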
# * = called active by the depositor; u = inconclusive; x = not tested or not shown; [ ] = remark or other dose.
Molecule	EWS-Fli inh	FN deposit inh	miR-122 sensor	F508del corr	PAX8 reporter	INS-1E GSIS act	DENV2 CPE rescue
CCc1ccc(-c2cc(C)no2)cc1S(=O)(=O)N1CCN(c2ccccn2)CC1	13	1	-2	2.8	27	-50	6
Cc1ccc(S(=O)(=O)N2CC[C@@H]3[C@H]2c2cc(C#Cc4cccnc4)ccc2N(C)[C@H]3CO)cc1	-10	16	-15[16.7 µM]	1.8	9	13	-3
CCCn1nc(C(=O)Nc2ccc(N3CCOCC3)cc2)c2ccccc2c1=O	-8	0	-1	5.4	-22	x	-1
CCc1ccccc1NC(=O)c1cc([N+](=O)[O-])ccc1N1CCOCC1	0	8	-1	1.0	36	7	-6
COc1cccc(-c2cnc3c(c2)C(=O)N([C@H](C)CO)C[C@@H](C)[C@@H](CN(C)C(C)=O)O3)c1	-3	-4	-9[16.7 µM]	2.4	x	11	11
O=C(COc1ccc2ccc(=O)oc2c1)Nc1nccs1	x	-9	-6	0.1	-161	16	u
CCCCNc1ccc2nsnc2c1[N+](=O)[O-]	x	6	-9	x	-3	33	x
C/C(=N\NC(=O)CSc1nc(C)cc(C)n1)c1ccc([N+](=O)[O-])cc1	-5	1	-2	-1.4	7	23	2
O=C1/C(=C/c2ccsc2)N2CCC1CC2	1	18	x	-1.3	13	10	-1
COc1cccc(S(=O)(=O)N[C@H]2CC[C@@H](CCNC(=O)Cc3ccncc3)O[C@H]2CO)c1	2	6	x	-0.2	-2	16	8
COc1ccc(NC(=O)C2CCCN2S(=O)(=O)c2cccc3cccnc23)c(OC)c1 (configuration not stated)	3	-7	8	2.6	15	12	u
O=C(NC1CCCCC1)c1cc(-c2ccccc2Cl)on1	-109	-8	-8	-3.3	-131	4	-3
CN(C)S(=O)(=O)Oc1ccccc1C(=O)Nc1ccccc1Cl	7	-11	11	x	-2	-9	-3
Cc1[nH]c2ccc(-c3nnc(SCC(=O)N4CCCc5ccccc54)o3)cc2c1C	-10	x	4	0.4	x	5	5
COc1cccc(NC(=O)C(C)OC(=O)CCCNC(=O)c2ccc(Cl)cc2)c1 (configuration not stated)	4	5	-2	-2.2	x	10	-2
CCCNC(=O)C[C@H]1CC[C@H]2[C@@H](COc3ccc(NS(=O)(=O)c4ccccc4C)cc3C(=O)N2C)O1	4	0	-25[16.7 µM]	0.8	-5	-4	-2
CNc1ccc(S(=O)(=O)NC)cc1[N+](=O)[O-]	-1	-2	x	-0.4	0	29	x
Cc1nc2c(=O)n(-c3ccc(F)c(Cl)c3)nc(C)c2s1	-4	2	-3	-0.3	-9	10	0
COC(=O)CN(c1ccc(C)cc1)S(=O)(=O)c1ccc(F)cc1	-4	6	0	-0.7	-5	11	4
Cc1ccc(S(=O)(=O)N(C)C)cc1NC(=O)Cn1c(CN2CCOCC2)nc2ccccc2c1=O	2	x	x	-0.9	4	-9	-2
CCNC(=O)C1CN(S(=O)(=O)c2ccccc2)CCN1S(=O)(=O)c1ccccc1 (configuration not stated)	6	x	x	0.6	x	20	0
COc1ccccc1NS(=O)(=O)c1cccc(NS(=O)(=O)c2ccc(Cl)c(C(=O)O)c2)c1	-12	9	-4	-0.5	-19	x	6
CCNC(=S)N/N=C/c1sc(N2CCCCC2)nc1-c1cccs1	x	11	x	x	2	-13	x
CC1=C(C(N)=O)C(c2ccc(Br)cc2)n2nc(CCCO)nc2N1 (configuration not stated)	2	3	0	2.2	13	-1	0
CCc1nc2nc(C)c(NS(=O)(=O)c3ccc(F)cc3)c(=O)n2[nH]1	6	-1	-2	-1.0	-4	14	4
O=C(O)c1ccc(COc2c(F)c(F)cc(F)c2F)cc1	x	5	-10	x	4	x	x
Cc1ccc([C@H]2C[C@@H](n3cc(COC(=O)c4ccccc4)nn3)[C@H](O)CN2C(=O)c2cccs2)cc1	1	-3	2	1.7	-38	-29	4
O=C(C[C@H]1C[C@@H]2c3cc(NS(=O)(=O)c4ccc(F)cc4)ccc3O[C@@H]2[C@H](CO)O1)NCc1cc(F)ccc1F	9	7	-4[16.7 µM]	0.8	x	-7	-2
O=C(C[n+]1ccccc1)N/N=C/c1ccc(Cl)cc1	-7	-6	x	-1.6	0	1	-6
COCCNC(=S)N=Nc1c(O)[nH]c2ccc([N+](=O)[O-])cc12	1	-5	-16	0.3	-10	0	5

# Looked up by compound from above:
Molecule	EWS-Fli inh	FN deposit inh	miR-122 sensor	F508del corr	PAX8 reporter	INS-1E GSIS act	DENV2 CPE rescue
CCNC(=S)N/N=C/c1sc(N2CCCCC2)nc1-c1cccs1	x	11	x	x	2	-13	x
O=C(C[C@H]1C[C@@H]2c3cc(NS(=O)(=O)c4ccc(F)cc4)ccc3O[C@@H]2[C@H](CO)O1)NCc1cc(F)ccc1F	9	7	-4[16.7 µM]	0.8	x	-7	-2

# Next section:
Molecule	EWS-Fli inh	FN deposit inh	miR-122 sensor	F508del corr	PAX8 reporter	INS-1E GSIS act	DENV2 CPE rescue
COc1cccc(NC(=O)N2CC(=O)N3[C@H](CO)[C@H](c4ccc(C5=CCCCC5)cc4)[C@@H]3C2)c1	3	-7	x	0.3	x	-26	1
Cc1c(C(=O)Nc2cccc(C(F)(F)F)c2)oc2ccc(S(=O)(=O)N3CCOCC3)cc12	3	x	-9	1.6	x	-5	3
COc1ccc(-n2c(=S)[nH]c3cc(C(=O)N(C)Cc4ccccc4)ccc3c2=O)cc1	32	2	24	-2.7	15	4	1
C[C@H]1CN([C@@H](C)CO)C(=O)c2cc(NC(=O)NC3CCCCC3)ccc2O[C@@H]1CN(C)S(C)(=O)=O	-2	-4	-5[16.7 µM]	-0.5	3	-1	-1
CCCNC(=O)[C@H]1[C@H](CO)[C@H]2Cn3c(cccc3=O)[C@@H]1N2S(=O)(=O)c1ccccc1F	-17	x	x	x	x	35	4
c1ccc(-c2nnc(SCC3CCCCO3)nc2-c2ccccc2)cc1 (configuration not stated)	-23	-1	-1	-1.9	4	7	-4
COc1ccccc1CNc1nc(Oc2cccc(F)c2)c2sccc2n1	11	x	-3	2.5	-26	-3	u
CO[C@H]1CN(C)C(=O)c2ccc(NC(C)=O)cc2OC[C@@H](C)N(Cc2ccccc2F)C[C@H]1C	-2	1	x	1.6	-7	-7	-3
Cc1ccc(NC(=O)CCNS(=O)(=O)c2ccc3[nH]c(=O)oc3c2)cc1N(C)C	x	-2	-1	-0.3	-1	11	-7
CCNC(=O)NC(=O)COC(=O)CCc1nc(=O)c2ccccc2n1C	4	-5	x	-3.4	3	7	-1
Cc1cc(C)cc(NC(=O)C(c2ccccc2)N2CCN(CC(=O)N3CCCC3)CC2)c1 (configuration not stated)	-1	-4	2	1.2	2	-16	10
CCCCN(C(=O)CSCc1c(C)noc1C)c1c(N)n(CCCC)c(=O)[nH]c1=O	-5	-1	-3	0.0	-7	0	-10
CO[C@@H]1CN(C)C(=O)c2ccc(NC(=O)Nc3cccc(F)c3)cc2OC[C@@H](C)N(C(C)=O)C[C@@H]1C	-8	-12	x	0.8	x	-9	-6
COCCSc1nnc(NC(=O)Cc2cccs2)s1	x	-2	-2	x	x	16	x
O=S(=O)(c1ccccc1)N1C[C@H]2[C@@H](c3ccccc31)[C@@H](CO)N2Cc1ccc2c(c1)OCO2	17	5	140*[16.7 µM]	2.4	19	3	-11
COCCOC(=O)N1C(=O)[C@@]2(c3cc(C#CCC(C(=O)OC)C(=O)OC)ccc31)[C@H](c1ccccc1OCCO)N1[C@H](c3ccccc3)[C@H](c3ccccc3)OC(=O)[C@H]1[C@@H]2C(=O)N1CCN(c2ncccn2)CC1	61*	x	x	1.9	14	x	7
Cc1ccc(S(=O)(=O)N[C@H]2C=C[C@@H](CC(=O)NCc3ccncn3)O[C@@H]2CO)cc1	14	x	x	-2.9	-8	22	-3
O=C(CSc1nnc(Cn2c(=O)sc3ccccc32)n1-c1ccccc1)Nc1nccs1	-2	-5	3	0.2	7	9	1
O=C(NC(c1ccccc1)c1cnccn1)C1CCN(CCOc2ccc(Cl)cc2Cl)CC1 (configuration not stated)	0	11	0	-0.6	10	-22	3
CN1CCN(C(=O)C[C@H]2CC[C@H]3[C@@H](COC[C@@H](O)CN3C(=O)Nc3cc(Cl)cc(Cl)c3)O2)CC1	-10	3	-1[16.7 µM]	1.4	-10	8	0
O=C(CN1C(=O)c2ccccc2C1=O)c1ccc(F)cc1	-12	4	-7	-0.8	-9	0	10
COc1ccc(COCC23N=C4SCC(=O)N4[C@H](c4ccccc4O2)[C@H]3CO)cc1	-8	x	x	0.4	0	x	26*
CCOc1ccccc1/C=C(/C#N)C(N)=O	-9	-4	-6	-3.2	-5	23	6
CC(=O)Nc1cc2c(cc1[N+](=O)[O-])OCCO2	5	3	1	-0.2	-2	x	0
Cc1noc(C)c1COc1ccc(CC(=O)NCCc2ccccc2)cc1	7	-11	x	-2.0	-9	x	-4
COc1ccc(CN(C)C[C@@H]2Oc3c(NC(=O)c4nc5ccccc5s4)cccc3C(=O)N([C@H](C)CO)C[C@H]2C)cc1	9	x	29[16.7 µM]	2.6	31	-3	12
CC1(C(=O)Nc2ccc3c(c2)OCCO3)CN(S(C)(=O)=O)CC(=O)N1CCc1ccccc1 (configuration not stated)	-1	8	x	0.2	-3	-8	-1
Cc1cc(C)c(S(=O)(=O)Nc2ncn[nH]2)c(C)c1	-3	3	-3	2.4	3	2	-3
CC(C)C(=O)N1CCN(c2ccccc2NC(=S)NC(=O)c2ccco2)CC1	x	-1	-3	5.5	9	2	-5
Cc1ccc(S(=O)(=O)N2CCC(Oc3cccc(C(F)(F)F)c3)CC2)cc1	7	1	0	1.4	18	-38	-4
COc1cc(/C=C2/SC(=S)N(CC(=O)NNC(=O)c3ccc(F)cc3)C2=O)cc(OC)c1OC	-1	0	0	0.8	1	14	-6
COc1ccccc1S(=O)(=O)N(C)C[C@H]1Oc2ncc(-c3ccc(C)cc3)cc2C(=O)N([C@H](C)CO)C[C@H]1C	1	x	-1[16.7 µM]	0.0	x	-18	8
COc1ccc(CN(C)C[C@@H]2OCCCC[C@H](C)Oc3ccc(NC(=O)C4CCCCC4)cc3C(=O)N([C@@H](C)CO)C[C@@H]2C)cc1	x	0	-8[16.7 µM]	3.6	15	-24	-4
CC(C)(C)c1ccc(-c2noc(CCC(=O)NCc3ccco3)n2)cc1	35	3	x	0.6	49	15	-1
COc1ccccc1[C@H]1C(c2ccc(F)cc2)=NN(c2ccccc2)[C@@H]1CO	1	x	-4	-1.3	-3	-22	0
Cc1ccc(S(=O)(=O)N(C)C[C@@H]2Oc3ccc(NS(=O)(=O)c4ccc(F)cc4)cc3C(=O)N([C@H](C)CO)C[C@H]2C)cc1	-1	x	3[16.7 µM]	-2.0	-20	-4	-7
CN1C(=O)c2cc(NC(=O)c3ccc(C(F)(F)F)cc3)ccc2OC[C@@H]2O[C@@H](CC(=O)NC3Cc4ccccc4C3)CC[C@H]21	54*	-7	0[16.7 µM]	1.7	39	-10	16
CCOC(=O)c1sc(=S)n(C)c1NC(=O)c1ccccc1Cl	-2	-2	0	-1.4	76*	-13	5
C[C@@H]1CN([C@H](C)CO)C(=O)c2cc(-c3ccc(F)cc3)cnc2O[C@H]1CN(C)C(=O)Cc1ccccc1	-3	x	-2[16.7 µM]	-1.1	x	-15	-1
Cc1sc2nc(C3CC3)nc(N3CCN(C(=O)c4ccccc4F)CC3)c2c1C	19	8	-6	-0.3	18	11	-7
CC=Cc1ccc2n(c1=O)C[C@@H]1[C@@H](CO)[C@H](C(=O)Nc3ccccc3)N(CC3CCCC3)[C@H]21 (mixture of isomers)	3	x	x	x	6	-4	1

# Bioassay records as filed in PubChem.
